Compound activity: PubChem BioAssay, Broad Institute
miR-122 sensor – miR-122 Renilla sensor signal increase in Huh7, primary screen, miR-122 inhibitor project, cell-based, single point, plate reader; Huh7 miR-122 Renilla luciferase sensor, 48 h; neutral wells = 0, positive control = 100; activation (reporter increase), % at 12.5 µM; hit rate 0.3% among 340,000; AID 602342, 2012;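 active = mean replicate activation score at least 90 and every replicate individually at or above 90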;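 also: higher luciferase means less miR-122 activity so hits act as miR-122 inhibitors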
Casp6 inh – human caspase-6 inhibitors, primary screen, biochemical, VEID-R110 fluorescence, single point, set 2. purified caspase-6, Z-VEID-R110 cleavage fluorescence. inhibition, % at 12.5 µM. hit rate 0.53% among 350,000. AID 686996, 2013;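 active = mean inhibition across replicates at least about 35%, with every replicate also reaching that limit, limit read from the data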;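 also: 0% = median of neutral control wells and 100% = no fluorescence left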
Target sequence (P55212 24-179 limits assumed): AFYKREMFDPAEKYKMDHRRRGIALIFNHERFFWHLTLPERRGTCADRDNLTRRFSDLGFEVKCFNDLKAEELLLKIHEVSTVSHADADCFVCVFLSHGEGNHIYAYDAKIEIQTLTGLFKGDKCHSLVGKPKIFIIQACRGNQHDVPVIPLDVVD
Target sequence (P55212 194-293 limits assumed): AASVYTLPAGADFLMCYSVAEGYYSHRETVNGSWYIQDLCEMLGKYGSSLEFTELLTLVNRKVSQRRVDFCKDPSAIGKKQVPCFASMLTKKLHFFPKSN
FN deposit inh – inhibitors of fibronectin matrix deposition, primary screen, AH1F cells, Alexa488-fibronectin fluorescence, plate reader; AH1F fibroblasts, overnight; inhibition, % at 12.6 µM; hit rate 0.086% among 350,000; AID 743247, 2014;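 active = mean inhibition across replicates of 30% or more, regardless of how many single replicates reach that level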;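 also: positive control wells lacked labelled fibronectin entirely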
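Material: AH1F fibroblast monolayer depositing Alexa488-labelled fibronectin into matrix / Amount: 10000 AH1F cells per well / Signal: fluorescence 485/525 nm / Medium: DMEM, 2% serum / Compound: single dose, pinned / Incubation: 1 h cell adhesion before compound, then overnight fibronectin incubation / Reagent: Alexa488-FN, 24 nM final / Read-out: inhibition of fibronectin deposition signal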
PAX8 inh HTS – inhibitors of PAX8-driven TPO luciferase reporter, primary screen, RMG-I cells, single concentration | SteadyGlo, 24 h | inhibition, % at 12.6 µM | hit rate 1.2% among 360,000;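 active = mean replicate inhibition at least 60% with every replicate also reaching 60%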;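 also: luciferase light reporting Pax8 driven TPO promoter activity; plate controls were median of neutral control wells for no effect and mitoxantrone controls for full effect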
LGR2 antag – inhibitors of bursicon-induced LGR2 CRE-luciferase signal, primary screen, cell-based, HEK293, CRE-luciferase reporter, bursicon stimulation | bursicon-stimulated, 4 h | inhibition, % at 9.99 µM | hit rate 0.35% among 380,000 | AID 720647, 2013;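 active = drop in luminescence signal, shown as inhibition above about 50% in the replicate tests, limit read from the data, passing the limit was not always enough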;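 also: agonist challenge used bursicon conditioned medium at about half maximal strength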
Cneo AK release – Cryptococcus neoformans cell lysis inducers, primary screen, AK release luminescence, single concentration; C. neoformans lysis, adenylate kinase release luminescence, 4 h; normalised: neutral wells 0, clomiphene wells 100; hit rate 0.2% among 360,000; lysis activity, % at 15 µM; AID 651654, 2012;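 active = mean lysis activity across replicates of at least 80%, whatever share of replicates individually reach that level; inactive = mean lysis activity below 80%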
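Material – Cryptococcus neoformans yeast cells · Quantity – 5 × 10^6 yeast cells/mL · Buffer or medium – YPD medium · Compound – single dose · Timing – 4 h static compound exposure, 37 °C, read 1 h post-reagent · Signal – adenylate kinase release luminescence · Read-out basis – lysis from increased AK signal · Benchmarks – Clomiphene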
EWS-Fli inh – EWS/Fli-driven NR0B1 reporter inhibitors, primary screen, A673 cells, NR0B1 luciferase, luminescence, MLPCN library; viability-normalised; inhibition, % at 12.6 µM; hit rate 0.67% among 350,000;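 active = mean inhibition of at least 50% after viability correction, with every replicate also passing that limit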;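 also: firefly luciferase signal divided by Alamar Blue viability fluorescence both relative to DMSO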
PGC1a acetyl inh – inhibitors of PGC1a acetylation signal, primary screen, cell-based, U2OS, AlphaScreen, inhibitor mode; hit rate 0.17% among 350,000; AlphaScreen anti-acetyl-lysine; with virally co-expressed GCN5 acetyltransferase; inhibition, % at 15.6 µM;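 active = every replicate shows inhibition of at least 40%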;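 also: 0% = neutral control wells and 100% = positive control wells; some results beyond the cut were filed as inactive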
Numbers without * were called inactive; . = no result given; [ ] = remark or other dose.

SMILES	miR-122 sensor	Casp6 inh	FN deposit inh	PAX8 inh HTS	LGR2 antag	Cneo AK release	EWS-Fli inh	PGC1a acetyl inh
O=[N+]([O-])c1ccc(NS(=O)(=O)c2ccccc2)c(Cl)c1	9	-1	-3	-25	-13	0	-6	-10
Cc1ccc(S(=O)(=O)N[C@H]2CC[C@@H](CC(=O)N3CCN(c4ccccc4)CC3)O[C@@H]2CO)cc1	.	-1	.	5	0	-2	-4	4
Cc1noc(C(C)C)c1C(=O)Nc1ccc(-c2nnc3n2CCCCC3)cc1	-2	-3	-9	-5	.	-1	-4	8
CC(=O)c1ccc(S(=O)(=O)Nc2ccc(C(=O)NCC(c3ccccc3)N(C)C)cc2)cc1 (configuration not stated)	0	-3	2	-3	11	0	-3	-1
O=C(NCc1ccccc1)c1cc(C2CCCCN2S(=O)(=O)c2ccccc2)on1 (configuration not stated)	6	0	-2	15	-6	-2	4	-2
COc1ccc(C)cc1S(=O)(=O)N1CCCC(C(=O)NCC2CCCO2)C1 (configuration not stated)	-3	.	-1	.	.	1	.	0
CO[C@H]1CN(C)C(=O)c2cc(NC(=O)Cc3ccccc3)ccc2OC[C@@H](C)N(C(C)=O)C[C@@H]1C	.	0	-8	-1	-2	-2	-4	-1
C[C@@H]1CCCCO[C@H](CN(C)C(=O)Nc2ccc(C(F)(F)F)cc2)[C@@H](C)CN([C@H](C)CO)C(=O)c2cc(NC(=O)NC3CCCCC3)ccc2O1	1[16.7 µM]	0	3	6	-7	0	3	-1
COc1ccc(-c2[nH]c3ccccc3c2SCCNC(=O)c2cc3ccccc3oc2=O)cc1	6	-1	10	14	-15	0	3	-5
O=C(Cc1ccc([N+](=O)[O-])cc1)OCc1c(F)cccc1Cl	.	-8	-11	-27	-8	0	5	.

Profiles as entered above. Values in the order: miR-122 sensor | Casp6 inh | FN deposit inh | PAX8 inh HTS | LGR2 antag | Cneo AK release | EWS-Fli inh | PGC1a acetyl inh
COc1ccc(-c2[nH]c3ccccc3c2SCCNC(=O)c2cc3ccccc3oc2=O)cc1 in the list: 6 | -1 | 10 | 14 | -15 | 0 | 3 | -5
CO[C@H]1CN(C)C(=O)c2cc(NC(=O)Cc3ccccc3)ccc2OC[C@@H](C)N(C(C)=O)C[C@@H]1C in the list: . | 0 | -8 | -1 | -2 | -2 | -4 | -1
O=C(Cc1ccc([N+](=O)[O-])cc1)OCc1c(F)cccc1Cl in the list: . | -8 | -11 | -27 | -8 | 0 | 5 | .
O=[N+]([O-])c1ccc(NS(=O)(=O)c2ccccc2)c(Cl)c1 in the list: 9 | -1 | -3 | -25 | -13 | 0 | -6 | -10
Cc1noc(C(C)C)c1C(=O)Nc1ccc(-c2nnc3n2CCCCC3)cc1 in the list: -2 | -3 | -9 | -5 | . | -1 | -4 | 8

Following part
SMILES	miR-122 sensor	Casp6 inh	FN deposit inh	PAX8 inh HTS	LGR2 antag	Cneo AK release	EWS-Fli inh	PGC1a acetyl inh
O=C(C[C@H]1CC[C@H](NC(=O)C2CCOCC2)[C@@H](CO)O1)NCC1CCCCC1	.	2	-14	1	0	-1	1	-6
CCOC(=O)CNC(=O)N1CCCC(N(C)CCc2ccccc2)C1 (configuration not stated)	1	-1	-14	-7	1	3	-1	-10
Cc1ccc(NC(=O)COC(=O)c2ccc3c(c2)OCCO3)cc1	.	-1	-1	-2	-25	2	1	9
CC(C)(C)S(=O)(=O)c1c(C(=O)O)cccc1C(=O)O	3	.	5	12	.	-3	.	3
COc1cccc(NC(=S)N(Cc2ccco2)C(C)c2ccco2)c1 (configuration not stated)	.	0	4	6	.	.	3	6
CN(C)C(=O)[C@H]1[C@H](CO)[C@H]2Cn3c(ccc(-c4ccccc4F)c3=O)[C@@H]1N2C(=O)c1ccncc1	-8[16.7 µM]	21	.	4	5	4	-2	.
O=S(=O)(Nc1nnc(C(F)(F)F)s1)c1ccc(Cl)cc1	5	8	-3	-13	4	-3	10	21
O=C(C[C@H]1CC[C@@H]2[C@H](COC[C@H](O)CN2C(=O)Cc2ccccc2)O1)NC1CCCC1	1[16.7 µM]	-1	-6	-5	8	51	-5	29
CC(=O)Nc1ccc(S(=O)(=O)N2CCN(C(=O)c3ncoc3-c3ccccc3)CC2)cc1	-1	0	-5	2	-11	5	-3	3
COc1ccc(NC(=O)N(C)C[C@@H]2Oc3ncccc3C(=O)N([C@H](C)CO)C[C@@H]2C)cc1	-13[16.7 µM]	-2	-10	4	-29	-3	-3	4
C[C@@H]1CN([C@H](C)CO)C(=O)Cc2cc(NC(=O)Nc3ccc4c(c3)OCO4)ccc2O[C@H]1CN(C)S(=O)(=O)c1cn(C)cn1	6[16.7 µM]	.	.	-2	-9	-3	3	-1
COc1ccc(OC)c(C2C(C(N)=O)=C(C)Nc3nc(-c4cccc(Cl)c4)nn32)c1 (configuration not stated)	2	.	-32	.	.	-2	.	-17
O=C(c1ccc(CS(=O)(=O)c2ccccc2)o1)N1CCOCC1	2	3	-5	2	-4	-2	-1	-6
COc1cc(/C=C/C(=O)O)cc(S(=O)(=O)NCCCC(=O)O)c1OC	-5	4	0	-11	2	.	-5	1
CCOC(=O)CNc1ncc(C(F)(F)F)cc1Cl	-7	-1	-2	6	19	.	-5	13
COC(=O)c1sccc1NC(=O)CCC1CCCCC1	0	.	2	-26	.	1	.	23
Cc1ccc(F)c(NC(=O)CCOc2ccccc2C)c1	.	2	10	-5	-11	-1	2	.
COc1ccccc1-c1ccc([C@@H]2[C@H](C#N)N(C(=O)C3CCC3)[C@H]2CO)cc1	.	1	8	11	-2	60	-13	0
O=C(c1ccco1)N1CCN(C(=O)c2cnn3c2NC(c2cccs2)CC3C(F)(F)F)CC1 (configuration not stated)	.	8	.	.	6	0	-8	12
O=C(O)CC1NC(=O)N(C2CCCCC2)C1=O (configuration not stated)	4	1	7	11	11	.	-5	35
O=C(O)c1cc2ccccc2cn1	-1	1	3	-8	-5	1	-2	-6
C[C@@H]1CCCCO[C@@H](CN(C)S(C)(=O)=O)[C@@H](C)CN([C@H](C)CO)C(=O)c2cc(NC(=O)NC3CCCCC3)ccc2O1	1[16.7 µM]	1	0	-4	-10	3	-1	0
CCNC(=O)C[C@@H]1CC[C@@H]2[C@H](COc3ccc(NC(=O)Nc4c(C)noc4C)cc3C(=O)N2C)O1	5[16.7 µM]	3	3	-5	-3	-3	-9	-6
CC1(C)CC(=O)C2=C(C1)Nc1ccccc1S2	-5	-1	7	-6	-12	-1	5	6
C[C@@H]1CN([C@@H](C)CO)S(=O)(=O)c2ccc(C#CC3CCCC3)cc2O[C@H]1CN(C)C(=O)C1CC1	20[16.7 µM]	-1	.	.	13	4	16	17
CCOC(=O)C1(CCOc2ccccc2)CCN(Cc2ccc(CO)o2)CC1	.	1	-9	16	6	.	11	.
CSCCCNC(=S)N1CCc2ccccc2C1	-4	-3	7	7	3	2	1	15
C=CCc1ccc(OCCn2cccc2C=O)c(OC)c1	1	.	-2	.	-54	.	.	4
Cc1cc(=O)oc2cc(OCCCN3C(=O)c4ccccc4C3=O)ccc12	-4	-1	2	7	-13	1	1	11
N#Cc1ccc2ccn(CC(=O)NC3CCCCC3)c2c1	0	.	2	2	.	1	.	-2
CC(=O)N(C)C[C@@H]1Oc2cc(C#C[C@@H](C)O)ccc2S(=O)(=O)N([C@H](C)CO)C[C@@H]1C	-6[16.7 µM]	-2	.	2	-2	1	-4	5
COc1ccc(Cl)cc1NC(=O)CN(C)C(=O)CSc1ccc2c(c1)OCCO2	-6	3	13	9	.	-2	-3	13
Cn1cnc(S(=O)(=O)N2CCN(c3ccccc3)CC2)c1	4	-4	33*	-5	-15	0	3	-5
O=C(NCC1CC1)c1ccc(Oc2cc(Cl)cc(Cl)c2)o1	1	2	1	-17	1	6	11	.
O=C(Nc1nc2n(n1)C(c1ccccc1)CC(c1ccc(Cl)cc1)N2)c1ccco1 (configuration not stated)	-10	.	.	.	10	5	.	-2
N/C(=N\O)c1ccc(NC(=O)c2ccc(Br)o2)cc1	-1	.	6	.	.	-6	.	-12
CN(Cc1ccco1)S(=O)(=O)c1nnc(NC(=O)c2ccccc2Cl)s1	.	7	0	-13	-7	20	0	.
CC(C)[C@H](NS(=O)(=O)c1ccccc1F)C(=O)NC1CCCCC1	-8	2	3	3	8	0	1	-1
Cc1cccnc1NC(=O)COc1ccc2oc3c(c2c1)CCCC3	1	2	2	-21	.	0	.	8
CC1(C)C/C(=N\NC(=S)Nc2ccccc2F)c2cc(O)ccc2O1	.	0	4	22	-1	.	-3	-52
O=C(CC1C(=O)NCCN1CC(c1ccccc1)c1ccccc1)NC1CC1 (configuration not stated)	.	0	-16	-12	17	.	1	.
CC1CCCCC12NC(=O)N(CC(=O)NNC(=O)c1ccc(Br)cc1)C2=O (configuration not stated)	-6	1	-7	.	3	-6	-1	-2
CCOC(=O)c1c(NC(=O)CSc2c[nH]c3ccccc23)sc2c1CCCC2	-5	-4	-8	27	13	0	13	.
COc1ccc(CNC(=O)c2ccc3ccccc3n2)cc1OC	2	2	-1	20	3	1	27	-39
CCCCC(=O)Nc1cc([N+](=O)[O-])ccc1F	.	3	-20	-1	-12	.	-1	-2
Cc1cc(NC(=O)CSc2nnc(Cc3ccccc3)o2)no1	-3	.	.	.	10	-2	.	-2
OCCCNc1ncnc2sc(-c3ccccc3)cc12	.	0	1	-14	-14	.	6	.
O=C1N=C2N(CCN3CCCCC3)c3ccccc3N2/C1=C\c1ccc([N+](=O)[O-])s1	.	-1	2	7	-6	.	15	-14
O=C(C[C@H]1CC[C@@H](NC(=O)C2CCOCC2)[C@H](CO)O1)NCC1CCCCC1	.	0	1	-10	-10	-3	0	3
O=c1cc(-c2ccsc2)oc2cc(-c3ccc4c(c3)OCO4)ccc12	-3	0	-7	0	-1	-1	8	2

(list continues)
SMILES	miR-122 sensor	Casp6 inh	FN deposit inh	PAX8 inh HTS	LGR2 antag	Cneo AK release	EWS-Fli inh	PGC1a acetyl inh
COc1ccccc1C(=O)Nc1ccnn1C1CCN(C)CC1	3	-7	-9	-6	16	6	.	-4
CCC(=O)OC1CC(C)N(C(=O)c2ccccc2)c2ccc(C)cc21 (configuration not stated)	-11	-3	1	11	1	-1	.	-9
Cc1ccc(C)c(NC(=O)Cc2ccc(S(=O)(=O)N3CCCCC3)s2)c1	1	.	.	16	3	-1	.	5
Cc1cc(F)ccc1S(=O)(=O)Nc1ccc(C(=O)N2CCCCCC2)cc1	42	-101	.	5	10	2	0	1
COc1cc(NC(=O)CSc2nnc(-c3ccncc3)n2C2CCCCC2)ccc1NC(=O)c1ccco1	-1	-2	.	.	10	1	3	0
Cc1ccc(CNS(=O)(=O)c2c(C(=O)N3CCCCC3)c(C)n(C)c2C)cc1	44	1	11	9	-3	-1	.	-2
CCOc1ccc(NC(=S)N(CCN2CCOCC2)Cc2cc3cc4c(cc3[nH]c2=O)OCO4)cc1	.	-1	6	26	.	.	-2	.
Oc1cc2c(cc1C(c1ccc(Br)cc1)N1CCCC1)OCO2 (configuration not stated)	2	5	-6	-7	-8	.	-4	19
Cc1ccc(S(=O)(=O)NCCNc2ccccc2[N+](=O)[O-])cc1	.	0	.	-11	-22	.	-8	.
COc1ncnc2c1ncn2CCCNCC(C)c1ccccc1 (configuration not stated)	-3	-1	-4	0	13	2	-1	.
CS(=O)(=O)N1[C@H](C#N)[C@@H](c2ccccc2)[C@H]1CO	.	-1	-6	-22	15	-1	-9	-1
